ERAP1 inh = ERAP1 (human) enzyme inhibition; Q9NZ08; recombinant ERAP1, Leu-AMC fluorescence, 60 min; inhibition, % at 10.7 µM; 340,000 tested, 0.15% active; AID 652197;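 active means mean replicate inhibition of at least 30%, or all replicates individually reaching that 30% level; inactive means mean below 30% and not every replicate reaching it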;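 further: 0% = neutral control wells and 100% = L-leucinethiol positive control wells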
RAD54 branch = inhibitors of human RAD54 branch migration; inhibition, % at 10.4 µM; Q92698; RAD54 Holliday junction branch migration, FAM/BHQ fluorescence; 360,000 tested, 0.14% active; AID 602329;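 active means mean normalized replicate activity at least 40 and at least half of replicates scoring 40 or more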;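 further: 0% = median of neutral control wells and 100% = median of positive control wells; inhibitors cause a drop in the FAM fluorescence signal; in these data hits start at about 50%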
Cneo AK release = causes C. neoformans cell lysis; adenylate kinase release luminescence, 4 h; normalised: neutral wells 0, clomiphene wells 100; lysis activity, % at 15 µM; 360,000 tested, 0.2% active;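 active means mean lysis activity across replicates of at least 80%, whatever share of replicates individually reach that level; inactive means mean lysis activity below 80%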
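Schedule: static 4 h at 37 °C with compound, 1 h detection; system: C. neoformans cells; benchmarks: Clomiphene as positive control; buffer or medium: fresh YPD medium; measure: luminescence rise reflecting yeast cell lysis; measured by: luminescent adenylate kinase detection reagent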
PGC1a acetyl inh = modulators of PGC1a acetylation. U2OS PGC1a acetylation, AlphaScreen anti-acetyl-lysine; with virally co-expressed GCN5 acetyltransferase. AID 651687. inhibition, % at 15.6 µM. 350,000 tested, 0.17% active;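 active means every replicate shows inhibition of at least 40%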;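 further: 0% = neutral control wells and 100% = positive control wells; some results beyond the cut were filed as inactive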
miR-122 sensor = blocks miR-122 activity in Huh7 sensor cells. Huh7 miR-122 Renilla luciferase sensor, 48 h; neutral wells = 0, positive control = 100. activation (reporter increase), % at 12.5 µM. 340,000 tested, 0.3% active. AID 602342;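 active means mean replicate activation score at least 90 and every replicate individually at or above 90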;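 further: higher luciferase means less miR-122 activity so hits act as miR-122 inhibitors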
PglD DTNB = inhibitors of Campylobacter jejuni PglD acetyltransferase; purified PglD enzyme, DTNB colorimetric CoA detection; inhibition, % at 12.5 µM; 360,000 tested, 0.098% active; AID 602405; in the data active means inhibition above about 16%, passing the limit was not always enough; further: strong numbers were not always called active
RAD52 inh = RAD52 (human) annealing inhibition; P43351; recombinant RAD52 DNA annealing, FRET fluorescence; inhibition, % at 18.7 µM; 360,000 tested, 0.46% active; AID 651710;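 active means every replicate showing at least 50% inhibition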
Target sequence (P43351 whole entry, looked up): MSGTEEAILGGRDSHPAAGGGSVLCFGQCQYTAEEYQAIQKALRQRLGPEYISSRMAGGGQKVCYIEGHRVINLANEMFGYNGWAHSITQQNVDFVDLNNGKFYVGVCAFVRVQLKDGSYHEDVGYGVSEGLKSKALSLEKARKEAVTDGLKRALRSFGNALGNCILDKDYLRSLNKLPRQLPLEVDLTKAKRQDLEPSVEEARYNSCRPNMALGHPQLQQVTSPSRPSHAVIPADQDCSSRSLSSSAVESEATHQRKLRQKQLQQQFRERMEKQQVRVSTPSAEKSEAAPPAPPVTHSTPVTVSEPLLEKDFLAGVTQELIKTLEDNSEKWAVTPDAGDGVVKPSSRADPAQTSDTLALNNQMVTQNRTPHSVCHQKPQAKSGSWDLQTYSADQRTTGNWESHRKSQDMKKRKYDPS
E-selectin induc = induces E-selectin expression in human endothelial cells. P16581. HUVEC E-selectin immunofluorescence imaging; normalized: neutral wells 0, TNF-alpha wells 100. activation, % at 7.58 µM. 260,000 tested, 0.37% active. AID 686992;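 active means mean E-selectin-positive cell signal at least 10% of the positive control, reached in at least 60% of replicates, without over 20% cell loss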;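 further: in these data hits start at about 27%; measured in HUVEC primary endothelial cells; signal is the percent of cells scored E-selectin positive by PE staining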
Target sequence (P16581 whole entry, looked up): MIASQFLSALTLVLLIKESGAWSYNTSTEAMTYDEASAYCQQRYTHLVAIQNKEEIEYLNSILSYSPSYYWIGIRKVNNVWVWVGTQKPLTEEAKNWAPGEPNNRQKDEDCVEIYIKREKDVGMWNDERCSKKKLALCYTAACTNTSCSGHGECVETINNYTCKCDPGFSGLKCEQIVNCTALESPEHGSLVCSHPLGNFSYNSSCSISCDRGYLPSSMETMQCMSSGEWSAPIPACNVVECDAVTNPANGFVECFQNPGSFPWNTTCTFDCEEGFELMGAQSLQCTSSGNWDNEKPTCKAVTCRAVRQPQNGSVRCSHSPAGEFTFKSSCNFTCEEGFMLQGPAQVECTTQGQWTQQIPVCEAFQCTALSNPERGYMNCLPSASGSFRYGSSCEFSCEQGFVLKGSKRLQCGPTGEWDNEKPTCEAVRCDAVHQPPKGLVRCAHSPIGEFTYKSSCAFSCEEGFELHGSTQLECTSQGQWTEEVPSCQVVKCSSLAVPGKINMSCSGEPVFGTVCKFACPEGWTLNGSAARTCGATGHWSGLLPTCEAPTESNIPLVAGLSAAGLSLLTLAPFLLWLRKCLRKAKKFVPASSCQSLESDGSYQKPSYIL
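Test system: HUVEC; input: 3,000 HUVEC/well; measured by: immunofluorescence imaging; read-out: % PE-positive cells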
The depositor's hits bear a star; / = not tested or not shown; [ ] = another dose, or the depositor's remark.

SMILES | ERAP1 inh | RAD54 branch | Cneo AK release | PGC1a acetyl inh | miR-122 sensor | PglD DTNB | RAD52 inh | E-selectin induc
C=CCn1c(SCC(=O)NC23CC4CC(CC(C4)C2)C3)nc2cc(C(=O)O)ccc2c1=O | 2 | / | / | -16 | -4 | / | -12 | 0.0
CCc1sc(NC(=O)COC)nc1-c1ccccc1 | / | -1 | 2 | -4 | -5 | -9 | / | /
CCN1CCN(c2ccc(NC(=O)COc3ccc([N+](=O)[O-])cc3)cc2)CC1 | 0 | 4 | 1 | / | / | 5 | -5 | 0.1
CCCNC(=O)N(C)C[C@H]1Oc2cc(-c3cccnc3)ccc2S(=O)(=O)N([C@@H](C)CO)C[C@@H]1C | -1 | 4 | 0 | 9 | -3[16.7 µM] | -2 | -2 | 0.0
CC(=O)Nc1cc2c(nc1C)nc(C)n2Cc1ccc(Br)cc1 | / | -35 | 0 | 1 | 0 | 4 | / | /
COc1ccc2cc(Br)ccc2c1CC(=O)N1CCCC1 | -1 | -3 | 1 | -2 | 11 | -1 | 3 | /
C[C@@H]1CN([C@H](C)CO)C(=O)c2cc(NC(=O)Nc3ccc(C(F)(F)F)cc3)ccc2O[C@@H](C)CCCCO[C@H]1CN(C)C(=O)C1CCCCC1 | 2 | 2 | 44 | 15 | -7[16.7 µM] | 1 | -17 | 5.5
C[C@@H]1CN([C@H](C)CO)C(=O)c2c(c3ccccc3n2C)-c2ccccc2CO[C@H]1CN(C)Cc1ccncc1 | 0 | 0 | -1 | 4 | / | -1 | 2 | 2.7
Cc1ccc(N2C(=O)N3[C@H](c4cccc(C)c4)[C@@H]4C(=O)N(Cc5ccccc5)C(=O)[C@@H]4[C@]3(C)C2=O)cc1 | -1 | -3 | 1 | / | / | -2 | -2 | -0.1
C=CCN(C(=O)CNC(=O)c1ccco1)C(C(=O)NC1CCCCC1)c1ccccc1 (stereo not drawn) | 3 | 5 | -2 | -5 | 0 | 2 | -10 | /
O=C(c1cccc(F)c1)N1CC[C@@H]2[C@H](CO)Nc3ccc(C#Cc4cccc(F)c4)cc3[C@@H]21 | 3 | 1 | -6 | 2 | -10[16.7 µM] | -3 | -12 | 0.6
O=C(NC1CCCCC1)c1cccc(N2C(=O)CCC2=O)c1 | 0 | -9 | 5 | -29 | / | 0 | -11 | 0.7
Nc1ccc(C#Cc2c(-c3ccsc3)oc3ccc(N4CCOCC4)cc23)cc1 | 0 | 4 | -6 | / | 0 | 1 | -12 | -0.1
Cc1ccc(C2(C)NC(=O)N(CC(=O)NCc3ccccc3Cl)C2=O)cc1 (stereo not drawn) | -5 | 2 | 1 | -13 | -1 | 7 | -12 | 0.1
CC1(C(=O)NCC2CCOCC2)Cc2c(-c3cccc(C(F)(F)F)c3)ccnc2O1 (stereo not drawn) | 13 | -3 | -8 | -3 | 17 | 0 | -40 | /
COc1ccc(S(=O)(=O)Nc2ccc3c(c2)C(=O)N([C@H](C)CO)C[C@@H](C)[C@@H](CN(C)C(=O)Cc2ccccc2)OCCCC[C@H](C)O3)cc1 | -2 | 3 | -2 | -6 | 22[16.7 µM] | 2 | -16 | 0.0
Brc1ccc(OCCOCCOc2cccc3cccnc23)cc1 | / | -10 | -10 | 9 | -3 | 0 | / | /
C[C@H](CO)N1C[C@H](C)[C@H](CN(C)S(=O)(=O)c2cccs2)OCCCC[C@H](C)Oc2ccc(NC(=O)Cc3ccccc3)cc2C1=O | / | 3 | -2 | -5 | 9[16.7 µM] | -1 | / | -0.1
Cc1cc(C)n(CCCC(=O)O)n1 | -1 | 2 | -1 | 1 | 1 | 2 | -26 | /
COC(=O)c1ccc(C(=O)OC)c(NC(=O)CN2CCN(c3ccccc3OC)CC2)c1 | / | 4 | 1 | 6 | 5 | 1 | / | /
CCN(CC)S(=O)(=O)c1ccc(C2CNC(=O)C2)cc1 (stereo not drawn) | -2 | -20 | -7 | / | / | -5 | -22 | /
CCCC#Cc1ccc([C@H]2[C@@H](C#N)N(C(=O)C3CCC3)[C@H]2CO)cc1 | -2 | -7 | 3 | 4 | / | 4 | -3 | -0.6
CCN(c1ccccc1)S(=O)(=O)c1ccc(Oc2ccccc2)c(N)c1 | 1 | 11 | 0 | -4 | / | -2 | -7 | -0.1
Cc1ccc(N2C(=O)c3ccccc3C2=O)cc1C | / | 7 | -2 | -6 | 2 | 3 | / | /
O=C(Cc1cccc2ccccc12)NCC(=O)N1CCN(CC(=O)Nc2ccc(F)cc2)CC1 | 2 | -4 | 0 | / | -11 | -7 | -32 | 0.0

Going on with the list.
SMILES | ERAP1 inh | RAD54 branch | Cneo AK release | PGC1a acetyl inh | miR-122 sensor | PglD DTNB | RAD52 inh | E-selectin induc
CO[C@@H]1CN(C)C(=O)c2ccc(NC(=O)C3CCCC3)cc2OC[C@H](C)N(CC2CC2)C[C@H]1C | 0 | -3 | 12 | 2 | / | -1 | 14 | -0.2
Cc1c(C(=O)N2CCN(C3CCS(=O)(=O)C3)CC2)oc2c(F)cccc12 (stereo not drawn) | 0 | -1 | 1 | -5 | -2 | / | -3 | /
COc1ccc(CNC(=O)N[C@H](C(=O)O)C(C)C)cc1OC | 3 | -4 | 3 | 2 | -1 | 2 | -7 | 2.5
O=C(COC(=O)c1ccc([N+](=O)[O-])s1)Nc1ncc(C(F)(F)F)cc1Cl | / | -13 | 0 | -2 | -5 | -1 | / | /
CCOc1ccc(CCNC(=O)CN2C(=O)COc3ccc(S(=O)(=O)N4CCOCC4)cc32)cc1 | 1 | -14 | 8 | 22 | 1 | 8 | -23 | /
C[C@H](NC(=O)c1ccc(Cl)cc1)C(=O)NCCc1ccc(S(N)(=O)=O)cc1 | -7 | / | / | 19 | -4 | / | -15 | -0.3
Cc1cc(C)n(C(=O)c2c([N+](=O)[O-])cnn2C)n1 | / | 1 | -2 | 3 | 6 | / | / | /
CN(c1ccccc1)S(=O)(=O)c1cccc(C(=O)OCC(=O)NCc2ccco2)c1 | 3 | -4 | -1 | 2 | -2 | 1 | -3 | 4.1
CCOC(=O)c1oc2ccc(CNCCO)c(Cl)c2c1C | / | -1 | -1 | -5 | 2 | 0 | / | /
CC1(C)Cc2c(cnn2-c2ccc(F)cc2)C(NC(=O)CN2CCCCC2=O)C1 (stereo not drawn) | -3 | -2 | -1 | / | -1 | 7 | 3 | /
CCn1c(SCC(=O)N2CCc3ccccc3C2)nc2c1c(=O)n(C)c(=O)n2C | / | -7 | 4 | 10 | -1 | -2 | / | /
C[C@@H]1CCCCO[C@@H](CN(C)S(=O)(=O)c2ccc(Cl)cc2)[C@@H](C)CN([C@@H](C)CO)C(=O)c2cc(NC(=O)Nc3ccccc3)ccc2O1 | 2 | -6 | -5 | -9 | -1[16.7 µM] | -11 | -6 | 12
Cc1ccc(C2N(c3ccccc3)C(=S)N3CCCN23)cc1 (stereo not drawn) | / | 5 | 1 | 5 | 31 | -2 | / | /
Cc1noc(C)c1NC(=O)Nc1cccc2c1O[C@H](CN(C)C(=O)NC1CCCCC1)[C@H](C)CN([C@@H](C)CO)C2=O | 0 | -1 | 1 | -16 | 30[16.7 µM] | 0 | -17 | 0.0
COc1ccc(NC(=O)CSc2nnc(-c3ccccc3C)n2C)cc1 | / | -3 | 5 | / | -10 | 0 | / | /
COc1cc(-c2cc(C(=O)NCc3ccc(S(N)(=O)=O)cc3)c3ccccc3n2)cc(OC)c1OC | -8 | 14 | 1 | 2 | 3 | 5 | -5 | 0.0
Cc1oc(C2CC2)cc1C(=O)O | / | 3 | 1 | 6 | -2 | 0 | / | /
Cc1cc(NC(=O)CSc2nnnn2-c2ccccc2C)no1 | 5 | 2 | 3 | 4 | -9 | -6 | 4 | 1.8
CO[C@@H]1CN(C)C(=O)c2ccc(NS(=O)(=O)CC(F)(F)F)cc2OC[C@H](C)N(C)C[C@@H]1C | -2 | -4 | 2 | -1 | / | -2 | 0 | 2.5
Cc1ccc(C)c(C(=O)NC(C)c2ccc(-n3ccnc3)cc2)c1 (stereo not drawn) | -8 | 6 | -3 | / | / | -5 | -19 | 0.2
Cc1ccc(C)c(S(=O)(=O)/N=C(/Nc2ccccc2)c2ccccc2)c1 | 0 | / | / | 27 | 19 | / | -2 | -0.2
N#C[C@@H]1[C@@H](c2ccccc2-c2cccc(F)c2)[C@H](CO)N1C(=O)Cc1cccnc1 | -1 | / | / | 0 | / | / | -1 | 0.0
COC(=O)c1ccc(/C=C/c2nc3ccccc3c(=O)[nH]2)cc1 | -1 | -7 | 0 | / | 5 | -1 | -8 | -11
Cc1ccc(S(=O)(=O)NCC[C@H]2CC[C@@H](NC(=O)CCN3CCCCC3)[C@@H](CO)O2)cc1 | 1 | 1 | 0 | -4 | / | 2 | 0 | -0.2
Cc1ccc(-c2noc(C3CCCN(C(=O)c4ccccc4Br)C3)n2)cc1 (stereo not drawn) | 0 | 2 | -1 | / | / | -3 | -14 | /
C[C@H]1CN([C@@H](C)CO)C(=O)c2cc(/C=C/c3ccccc3)cnc2O[C@H]1CN(C)C(=O)c1cnccn1 | -1 | -6 | -6 | 2 | -5[16.7 µM] | 0 | 0 | 0.3
CCOC(=O)c1[nH]c2ccccc2c1CCCN1C(=O)c2ccccc2C1=O | / | 4 | 2 | -13 | -1 | 0 | / | /
OC1(c2ccc(Cl)cc2)CN(c2ccccc2)C2=[N+]1CCS2 (stereo not drawn) | 4 | / | / | -5 | / | / | -53 | -3.3

Taken from above (10 entries):
SMILES | ERAP1 inh | RAD54 branch | Cneo AK release | PGC1a acetyl inh | miR-122 sensor | PglD DTNB | RAD52 inh | E-selectin induc
Cc1cc(C)n(C(=O)c2c([N+](=O)[O-])cnn2C)n1 | / | 1 | -2 | 3 | 6 | / | / | /
CN(c1ccccc1)S(=O)(=O)c1cccc(C(=O)OCC(=O)NCc2ccco2)c1 | 3 | -4 | -1 | 2 | -2 | 1 | -3 | 4.1
CCOC(=O)c1oc2ccc(CNCCO)c(Cl)c2c1C | / | -1 | -1 | -5 | 2 | 0 | / | /
CC1(C)Cc2c(cnn2-c2ccc(F)cc2)C(NC(=O)CN2CCCCC2=O)C1 (stereo not drawn) | -3 | -2 | -1 | / | -1 | 7 | 3 | /
CCn1c(SCC(=O)N2CCc3ccccc3C2)nc2c1c(=O)n(C)c(=O)n2C | / | -7 | 4 | 10 | -1 | -2 | / | /
C[C@@H]1CCCCO[C@@H](CN(C)S(=O)(=O)c2ccc(Cl)cc2)[C@@H](C)CN([C@@H](C)CO)C(=O)c2cc(NC(=O)Nc3ccccc3)ccc2O1 | 2 | -6 | -5 | -9 | -1[16.7 µM] | -11 | -6 | 12
Cc1ccc(C2N(c3ccccc3)C(=S)N3CCCN23)cc1 (stereo not drawn) | / | 5 | 1 | 5 | 31 | -2 | / | /
Cc1noc(C)c1NC(=O)Nc1cccc2c1O[C@H](CN(C)C(=O)NC1CCCCC1)[C@H](C)CN([C@@H](C)CO)C2=O | 0 | -1 | 1 | -16 | 30[16.7 µM] | 0 | -17 | 0.0
COc1ccc(NC(=O)CSc2nnc(-c3ccccc3C)n2C)cc1 | / | -3 | 5 | / | -10 | 0 | / | /
COc1cc(-c2cc(C(=O)NCc3ccc(S(N)(=O)=O)cc3)c3ccccc3n2)cc(OC)c1OC | -8 | 14 | 1 | 2 | 3 | 5 | -5 | 0.0
